Screening data: PubChem BioAssay, National Center for Advancing Translational Sciences (NCATS)
Akt phos inh: HTS Assay for Inhibitors of Akt Phophorylation: Primary Screen; Neuro2A IGF-stimulated pAkt S473 HTRF, 20 min; hits give low values; activity change, % for hits at 50 µM; AID 651550, 2012; hit rate 0.32% among 360,000; in the data active means activity change below about -80%; inconclusive means mostly about -51% to -80%; further: on the % scale 0 is the no-effect control and ±100 the full control effect
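Neuro2A cells (4,500/well, DMEM with 0.5% FBS) were treated with compound at a single 50 µM final concentration, stimulated with 6 nM IGF for 20 min at 37 °C, and lysed. Phospho-Akt Ser473 was read by HTRF as 665/615 ratio ×10^4.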
A549 viability: Nrf2 qHTS screen for inhibitors: counterscreen for cytotoxicity; A549 ARE-Fluc cells, CellTiter-Fluor viability, 18-24 h; Potency, µM (doses to about 46 µM), without a hit: at the top dose activity change, negative = cytotoxicity, hits mostly inhibitors; hit rate 0.16% among 390,000; further: potency means the concentration at half of the fitted maximal effect; on the % scale 0 is the no-effect control and ±100 the full control effect
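A549 ARE-Fluc cells in 5% FBS OPTI-MEM, 5000 cells/well, rested 2 h then exposed to compounds in concentration-response for 18-24 h at 37 °C. Viability by CellTiter-Fluor fluorescence (Ex 405/Em 525) after 30 min; luciferase luminescence (BugLite, 15 min, RT) read afterwards.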
TGFb SMAD3 inh: qHTS for Inhibitors of TGF-b | HepG2 CAGA-GFP TGF-b/SMAD3 reporter, GFP fluorescence, 18 h; TGF-beta stimulated, 500 pg/mL final | Potency, µM (doses to about 46.1 µM), without a hit: top-dose activity, negative = inhibition, actives largely listed as inhibitors | hit rate 1.2% among 410,000 | AID 588855, 2011; further: potency means the concentration at half of the fitted maximal effect; on the % scale 0 is the no-effect control and ±100 the full control effect; nearly all actives have a fitted effect of over 65% in size
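HEPG2 CAGA-GFP, 1000 cells/well; 2 h settle, 37 C; cpd via pin tool; TGF-b 500 pg/mL final; 18 h, 37 C; GFP imaging ex488/em500-530; %Activity normalised to -TGF-b and +DMSO controls; CRC fit, curve class.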
Nrf2 inh: Nrf2 qHTS screen for inhibitors; A549 ARE-Fluc reporter, luciferase luminescence, 18-24 h; Potency, µM (top dose mostly 46 µM), inactives show at the top dose activity change, negative = inhibition, actives largely listed as inhibitors; hit rate 2.1% among 360,000; AID 504444, 2011; further: potency means the concentration at half of the fitted maximal effect; on the % scale 0 is the no-effect control and ±100 the full control effect; nearly all actives have a fitted effect of over 60% in size
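A549 ARE_Fluc cells, 5000/well, 5% FBS OPTI-MEM; compounds in dose-response, 18-24 h at 37 °C/5% CO2; CellTiter-Fluor viability read (Ex 405/Em 525), then BugLite luciferase luminescence = Nrf2 activity.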
CCT chaperon mod: High-Throughput Screening for Modulators of Cytosolic Chaperonin Activity. activity change, % (no concentration beside the values), hits read low. purified chaperonin ATPase assay, HTRF ADP detection, 30 min. hit rate 0.3% among 360,000; in the data active means activity change below about -30%; further: on the % scale 0 is the no-effect control and ±100 the full control effect
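We incubate TRiC, 40 or 20 nM final, with library compounds at 76 uM and 10 uM ATP for 30 min at 37 °C. ADP formed is detected with Transcreener HTRF reagents after 30 min at room temperature.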
Nrf2 activator: qHTS of Nrf2 Activators; AREc32 ARE-luciferase reporter (MCF7-derived line), luminescence, 24 h; Potency, µM (titrated, usually from 46.1 µM), for inactives: at the top dose activation, actives largely listed as activators; hit rate 0.31% among 410,000; further: potency means the concentration at half of the fitted maximal effect; % of control where 0% means no effect; nearly all actives have a fitted effect of over 65% in size
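AREc32 cells carrying an ARE-driven firefly luciferase reporter were seeded at 1000 cells/well in OPTI-MEM with 5% FBS, then exposed to compound for 24 hr at 37 deg C. Luminescence was read with Steady-Glo after 30 min at RT.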
HepG2 tox: qHTS for Inhibitors of TGF-b: Cytotox Counterscreen; Potency, µM (titrated, usually from 46.1 µM), without a hit: top-dose activity change, negative = cytotoxicity, most hits filed as cytotoxic; hit rate 0.76% among 410,000; HepG2 CAGA-GFP viability, ATP luminescence, 18 h; AID 588856, 2011; further: potency means the concentration at half of the fitted maximal effect; some results filed as inactive show a strong effect at the top dose
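HepG2 CAGA-GFP cells (1000/well, DMEM with 1% FBS) received compound, then TGF-beta at 500 pg/mL final, and were incubated 18 hours at 37 degrees C. Viability was read by CellTiter-Glo luminescence. Media-only wells were set as complete cell-killing and DMSO as no toxicity.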
Mm-Cpn inhibitor: Inhibitors of TCP-1 ring complex (TRiC) of Methanococcus maripaludis (MmCpn): qHTS | Potency, µM (top dose mostly 76.9 µM), inactives show at the highest dose activity, negative = inhibition, most hits filed as inhibitors | AID 504842, 2011 | Chaperonin Mm-Cpn (Methanococcus maripaludis) | hit rate 0.031% among 330,000 | purified Mm-Cpn ATPase, ADP Transcreener TR-FRET; further: potency means the concentration at half of the fitted maximal effect; on the % scale 0 is the no-effect control and ±100 the full control effect; nearly all actives have a fitted effect of over 80% in size
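Inhibition of chaperonin ATP hydrolysis is measured as reduced ADP production, detected by competitive TR-FRET in which signal falls with ADP. Final enzyme 25 nM and ATP 10 uM, reacted 30 min at 37°C.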
ATXN viability: Viability Counterscreen for Primary qHTS for Inhibitors of ATXN expression | S2 cells (HEK-293 line with an ATXN2-luciferase reporter) viability, CellTiter-Fluor protease fluorescence, 24 h | Potency, µM (top dose mostly 56.7 µM), usual class: cytotoxic | hit rate 0.49% among 400,000 | AID 651635, 2014; further: potency means the concentration at half of the fitted maximal effect; nearly all actives have a fitted effect of over 40% in size
* marks the source's active call; other numbers are inactive results; i = inactive; ? = inconclusive; . = not tested or not shown. Unless noted, the call rests on the fitted dose curve; in most records, active means well fitted curve in the direction sought with a large enough effect; inconclusive means small, poorly fitted or top-dose-only effect, or another doubt; inactive means no such curve, though single readings can be large; an effect the other way counts as inactive or inconclusive. Outcome played no part in choosing rows; 4.4% or so of the library scored in one or more.

Results follow in this order: Mm-Cpn inhibitor	Nrf2 inh	A549 viability	TGFb SMAD3 inh	CCT chaperon mod	Nrf2 activator	HepG2 tox	Akt phos inh	ATXN viability
> O=C(Nc1ccc(F)cc1F)NC1CCCCCCC1
    4%	13%	1%	0%	-1.4	0.8%	-18%	i	i
> O=C(C1CCN(S(=O)(=O)N2CCCCC2)CC1)N1CCCCC1
    0%	2%	-1%	0%	-4.7	0.0%	-5%	i	i
> c1ccc(-c2oc3ncnc(NCCCn4ccnc4)c3c2-c2ccccc2)cc1
    -1%	-25%	-9%	?	-1.1	4.3%	-38%	.	i
> Cc1ccc(-n2c(-c3ccccc3)nsc2=NC#N)cc1
    .	6%	9%	0%	.	.	1%	.	.
> Cc1cc(C)nc(N/N=C/c2ccc(N3CCOCC3)cc2)n1
    1%	1%	7%	-3%	-0.4	0.0%	-1%	i	i
> COc1ccc2ccc3cccc[n+]3c2c1
    .	4.6µM*	-12%	-3%	-0.2	4.0%	0%	i	.
> O=C(NN1CCOCC1)c1ccc(S(=O)(=O)N2CCCCC2)cc1
    4%	2%	0%	6%	-4.9	-0.6%	21%	i	i
> CN1CCC(N(C)C(=O)c2ccc(Cl)c(S(=O)(=O)N3CCc4ccccc43)c2)CC1
    2%	-6%	-9%	5%	1.5	2.7%	-14%	i	i
> O=S(=O)(Nc1nccs1)c1ccc(Br)cc1
    1%	5%	0%	-12%	1.5	0.6%	-1%	i	?
> Cn1c(=O)[nH]c(=O)c2[nH]c(CO)nc21
    .	9%	-1%	0%	0.6	0.0%	-2%	i	?
> Oc1ccccc1CNCc1ccccc1
    2%	3%	1%	1%	-5.0	-0.1%	-16%	i	i
> Cc1cc2cc(CN(Cc3nnnn3C3CCCCC3)CC3CCCO3)c(=O)[nH]c2cc1C (stereo not drawn)
    -1%	?	?	-26%	0.2	6.4%	-10%	i	?
> Cc1ccccc1CSCC(=O)Nc1ccccc1F
    1%	15%	9%	-2%	-2.9	0.2%	4%	i	i
> CC[C@@H]1CCCCc2ccccc2[C@H](C(=O)C[C@@H](O)CC(C)=O)OC1=O
    1%	-29%	1%	-2%	-0.9	0.0%	-6%	i	i
> Cc1cc(C)c2c(=O)[nH]c(SCC(=O)N3CCOCC3)nc2n1
    2%	-4%	0%	2%	-1.1	-0.5%	21%	i	?
> CCc1ccccc1NC(=O)NCc1ccccn1
    3%	7%	-3%	1%	-0.1	-0.6%	-3%	i	i
> CC1(NC(=O)c2cccc(S(=O)(=O)N3CCCc4ccccc43)c2)CCS(=O)(=O)C1 (stereo not drawn)
    0%	?	-19%	9%	-8.7	0.7%	6%	i	i
> COC(=O)C1CCN(C(=O)COC(=O)c2oc3ccccc3c2C)CC1
    -1%	2%	3%	2%	-0.4	0.2%	2%	i	i
> CN(CC(=O)Nc1cccc(F)c1)CC(=O)N1CCc2ccccc21
    0%	9%	0%	-7%	-4.4	-0.4%	-4%	i	i
> Cc1cc(C)c(S(=O)(=O)Nc2cccc(/C=C/C(=O)O)c2)c(C)c1
    -3%	-12%	1%	-20%	0.4	-0.4%	-5%	i	i
> COC(C[C@@H]1O[C@@H]1C(=O)[C@H](C)OCc1ccccc1)OC
    .	4%	1%	?	-0.3	0.6%	-5%	i	i
> COc1cccc(CN2CC(C(=O)NCCOc3cccnc3)CCC2=O)c1 (stereo not drawn)
    -1%	0%	0%	10%	0.2	-0.1%	-1%	i	i
> Oc1[nH]c(N=C2N=c3ccccc3=N2)c2ccccc12
    -2%	?	?	?	-6.8	5.6µM*	-33%	i	.
> COc1ncnc2c1ncn2CCCNCC(c1ccccc1)c1ccccc1
    .	.	.	1%	1.3	3.6%	-20%	i	i
> O=C1NN=C2CCCCCCCCCCC12 (stereo not drawn)
    .	.	.	1%	0.1	-0.4%	1%	i	i
> COc1ccc(CCNC(=O)C2CC(c3ccccc3[N+](=O)[O-])=NO2)cc1 (stereo not drawn)
    1%	?	-3%	0%	-0.3	0.7%	-2%	i	i
> Cc1cccc(OCc2nnc(SCC(=O)Nc3ccc(C)cc3C)o2)c1
    .	1%	22%	10%	.	1.0%	-4%	.	i
> Cc1ccc(S(=O)(=O)/N=C2\C(=O)c3ccccc3C([O-])=C2n2cc[n+](CCC(C)C)c2)cc1
    -5%	?	-29%	4µM*	0.5	-0.6%	7.1µM*	i	i
> CN(C)S(=O)(=O)n1cc(/C=C(\NC(=O)c2ccccc2)C(=O)NCCCN2CCOCC2)c2ccccc21
    2%	-5%	-1%	-14%	-0.6	3.6%	-22%	i	i
> COc1ccc(C(=O)N(C)C(C)c2nccs2)cc1OC1CCN(C(C)=O)CC1 (stereo not drawn)
    .	.	.	-7%	-1.8	0.3%	0%	i	i

Arranged by SMILES length (highest first): some entries from above
Results follow in this order: Mm-Cpn inhibitor	Nrf2 inh	A549 viability	TGFb SMAD3 inh	CCT chaperon mod	Nrf2 activator	HepG2 tox	Akt phos inh	ATXN viability
> Cc1cc(C)c2c(=O)[nH]c(SCC(=O)N3CCOCC3)nc2n1
    2%	-4%	0%	2%	-1.1	-0.5%	21%	i	?
> O=S(=O)(Nc1nccs1)c1ccc(Br)cc1
    1%	5%	0%	-12%	1.5	0.6%	-1%	i	?
> Oc1ccccc1CNCc1ccccc1
    2%	3%	1%	1%	-5.0	-0.1%	-16%	i	i

(further entries)
Results follow in this order: Mm-Cpn inhibitor	Nrf2 inh	A549 viability	TGFb SMAD3 inh	CCT chaperon mod	Nrf2 activator	HepG2 tox	Akt phos inh	ATXN viability
> CCc1ccccc1S(=O)(=O)Cc1ccc(C(=O)NCc2ccc3c(c2)OCO3)o1
    0%	-17%	-2%	-12%	-1.0	0.4%	-13%	i	i
> c1ccc(-c2nc(-c3cccnc3)cs2)cc1
    -1%	?	1%	-12%	-1.8	?	-22%	i	i
> CN(C)c1ccc(/C=N/NC(=O)CCC(=O)NCc2ccccc2)cc1
    -2%	2%	-5%	0%	0.7	3.0%	0%	i	i
> O=C1CCCC(=O)N1c1ccc(NCCOCCO)c([N+](=O)[O-])c1
    -1%	?	?	-17%	-0.2	0.1%	11%	i	?
> COc1ccc(S(=O)(=O)N2CCCC(C(=O)NC3CCCCC3)C2)cc1 (stereo not drawn)
    0%	?	-13%	5%	-2.1	0.4%	-11%	i	?
> CCCCOC(=O)c1ccc(NC(=O)Cn2nnc3sc4c(c3c2=O)CCCC4)cc1
    .	-8%	-3%	-22%	.	-0.2%	-14%	.	i
> O=C(NCCc1ccccc1)c1ccc2nc(N3CCOCC3)sc2c1
    -2%	18%	1%	5%	-2.3	0.4%	0%	i	i
> CN(C)C=Nc1nonc1-c1ccc(Cl)cc1
    0%	-13%	0%	-17%	0.6	-0.1%	-24%	i	i
> COCCN(C(=O)c1cc(-c2ccncc2)nc2ccccc12)c1c(N)n(CC(C)C)c(=O)[nH]c1=O
    0%	2%	2%	-3%	-0.3	0.4%	19%	i	i
> O=C(CN(Cc1ccc(F)cc1)C(=O)Cn1nnc2ccccc21)NCC1CCCO1 (stereo not drawn)
    0%	14%	-6%	1%	1.2	-0.7%	0%	i	i
> CC(=O)c1cccc(NS(=O)(=O)c2cc(OCC(N)=O)c(C)cc2Cl)c1
    0%	-8%	1%	-7%	-0.8	-0.3%	-15%	i	i
> O=C(NCC1COc2ccccc2O1)C1CCN(S(=O)(=O)c2ccc(Cl)cc2)CC1 (stereo not drawn)
    1%	?	0%	?	1.2	-0.9%	-13%	i	i
> COc1ccc(C(C)(C)C)cc1NC(=O)Nc1ccc2c(c1)OCO2
    0%	23µM*	?	?	-3.2	-0.9%	-2%	i	i
> O=C(Nc1ccccc1NC(=O)NC1CCCCC1)NC1CCCCC1
    0%	.	-1%	-18%	-1.8	0.1%	-11%	i	?
> CCOC(=O)c1c(CN2CCCCC2)n(C)c2cc(Br)c(O)c(CN(C)C)c12
    0%	6%	-12%	0%	0.2	3.7%	-16%	i	?
> O=C(O)CC(CNS(=O)(=O)c1cccc2nsnc12)c1ccccc1 (stereo not drawn)
    0%	6%	1%	25%	-2.8	-0.8%	8%	i	i
> Cc1nc2c(-c3ccc(F)cc3)c(C)nn2c(C)c1CCC(=O)NCc1ccc(F)cc1
    .	10%	-8%	-5%	.	-1.2%	0%	.	i
> COc1ccc(NC(=S)NC2CCS(=O)(=O)C2)cc1 (stereo not drawn)
    0%	7%	-4%	-2%	-1.9	2.5%	-3%	i	i
> Cc1ccc(-c2c3c([nH]c(=S)c2C#N)CCCC3)o1
    -4%	0%	.	-14%	0.1	-0.7%	-17%	i	i
> O=C(N/N=C/c1cc(O)ccc1[N+](=O)[O-])c1ccc2c(c1)OCCO2
    3%	-19%	-7%	-9%	-2.9	7.6%	-3%	i	i
> CN(C)Cc1cccc(-c2ccccc2)c1O
    .	-4%	10%	0%	1.9	0.2%	-9%	i	i
> Cc1cc(C(=O)N2CCCCCC2)cs1
    -5%	14%	-1%	-7%	-1.8	-0.2%	-7%	i	i
> CCN1C(=O)C(=O)c2cc(C)ccc21
    0%	4%	-4%	-1%	0.6	4.7%	1%	i	?
> Cc1nc2sc(C(=O)OC(C)C)c(N)c2c(C)c1C
    -4%	11%	9%	4%	1.1	3.7%	-2%	i	.
> COc1ccc(NC(=O)C2CC2)cc1OC1CCCC1
    -1%	0%	0%	-8%	1.1	-0.2%	-19%	i	i
